RBX1-CUL1 inh: inhibitors of human ROC1-CUL1 ubiquitin ligase activity; E3 ubiquitin-protein ligase RBX1 (Homo sapiens) + Cullin-1 (Homo sapiens), P62877+Q13616; in vitro K48 di-Ub FRET, acceptor:donor ratio, 45 min; inhibition, % at 10 µM; hit rate 0.6% among 140,000; in the data active = inhibition above about 25%
Target sequence (P62877 whole entry, looked up): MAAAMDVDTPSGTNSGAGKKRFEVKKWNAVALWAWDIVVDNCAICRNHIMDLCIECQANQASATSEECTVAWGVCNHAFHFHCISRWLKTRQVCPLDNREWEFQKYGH
Target sequence (Q13616 whole entry, looked up): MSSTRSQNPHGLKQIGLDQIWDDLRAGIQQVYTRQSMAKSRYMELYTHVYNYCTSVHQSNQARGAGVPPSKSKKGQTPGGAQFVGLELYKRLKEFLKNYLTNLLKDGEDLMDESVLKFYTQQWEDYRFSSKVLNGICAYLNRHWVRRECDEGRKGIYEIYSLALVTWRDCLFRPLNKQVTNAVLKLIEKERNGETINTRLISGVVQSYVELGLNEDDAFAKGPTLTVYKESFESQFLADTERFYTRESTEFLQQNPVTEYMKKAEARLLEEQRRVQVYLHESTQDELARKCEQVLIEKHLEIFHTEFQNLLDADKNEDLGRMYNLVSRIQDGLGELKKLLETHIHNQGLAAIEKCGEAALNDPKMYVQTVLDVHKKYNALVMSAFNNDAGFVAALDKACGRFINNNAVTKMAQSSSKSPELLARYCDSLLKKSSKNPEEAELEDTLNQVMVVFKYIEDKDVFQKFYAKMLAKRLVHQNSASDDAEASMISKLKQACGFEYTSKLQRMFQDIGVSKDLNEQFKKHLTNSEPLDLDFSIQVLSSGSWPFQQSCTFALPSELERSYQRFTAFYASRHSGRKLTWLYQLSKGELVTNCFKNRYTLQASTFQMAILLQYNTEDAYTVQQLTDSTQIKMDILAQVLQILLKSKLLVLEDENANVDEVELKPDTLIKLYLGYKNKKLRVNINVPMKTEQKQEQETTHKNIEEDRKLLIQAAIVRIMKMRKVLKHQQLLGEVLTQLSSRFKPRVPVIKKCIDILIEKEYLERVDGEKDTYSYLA
* hit, by the source's call.

SMILES	RBX1-CUL1 inh
O=C(Nc1c(Cl)cccc1Cl)C1C2C=CCCCCC21 (stereo unspecified)	8
O=C1NC(N2CCCC(CO)C2)=N/C1=C\c1ccc(Cl)cc1 (stereo unspecified)	-4
CC(C)N1C(=O)C2(OCCCO2)c2cc(Br)ccc21	3
CCOC(=O)c1ccc(S(=O)(=O)N2CCOCC2)cc1	10
CCn1c2ccccc2n2cc(-c3ccc(-c4ccccc4)cc3)nc12	-5
O=C(Cn1c(-c2cccs2)cc2ccccc21)NCCCN1CCN(c2ccc(F)cc2)CC1	-16
CCCC1CCc2c(sc(NC(=O)CCCC(=O)O)c2C(N)=O)C1 (stereo unspecified)	5
COc1ccc(C(=O)Oc2c(Cl)cc(/C=N/NC(=O)c3cccc(Cl)c3)cc2OC)cc1	5
CC(=O)c1ccc(NC(=O)CCc2c(C)nn(-c3ccc(N4CCOCC4)nn3)c2C)cc1	5
Cc1ccc(NC(=O)CSc2nnc(NC(=O)c3ccccc3Br)s2)cc1	6
NC(=O)c1cc(-c2cnc(N)s2)ccc1O	-12
O=C(Nc1ccc(Oc2ccccc2)nc1)C1CCN(C(=O)CCc2cn[nH]c2)CC1	5
COc1ccc(N=c2ssc3c2-c2ccc(C)cc2NC3(C)C)c(OC)c1	-3
Fc1cccc(-c2cnnc(NCc3ccccc3-n3cncn3)n2)c1	11
Cc1ccc(SC(=O)Nc2ccc([N+](=O)[O-])cc2)cc1	-10
Cc1sc2ncnc(SCC(=O)NCCc3ccccc3)c2c1C	-5
C=CCOc1ccc(Oc2nc(N(C)C)nc(N(C)C)n2)nn1	7
Cc1c(CNC2CCCCCC2)c(C(=O)O)c(C)n1Cc1ccc(F)cc1Cl	-5
CN(C)c1ccc(CNC(=O)c2sc3ncccc3c2-n2cccc2)cc1	-1
O=C(Nc1cccc(Cl)c1)C(=S)NCc1ccco1	3
O=C(CCN1Cc2ccccc2OC(c2ccccc2)C1)N1CCC(Oc2cccnc2)CC1 (stereo unspecified)	4
COc1ccccc1N1CCN(C(=O)c2cnn(-c3cccc(Cl)c3)c2C2CCN(C(=O)OC(C)(C)C)CC2)CC1	-5
CCN1CC2([N+](=O)[O-])C=CC(=O)C([N+](=O)[O-])(C1)C2CC(=O)c1ccccc1 (stereo unspecified)	-5
Cc1ncc(CN2CCCC2c2ccc(C(=O)Nc3cnn(C)n3)s2)s1 (stereo unspecified)	14
CCC(C)(NC(=O)c1ccccc1)C(=O)O (stereo unspecified)	-3
Other compounds.
SMILES	RBX1-CUL1 inh
O=C(Cn1ncc2c(Cl)cccc21)NCc1cccc(Cl)c1	-3
N#CC1(C#N)C(c2ccncc2)[C@@H]1C(=O)C12CC3CC(CC(C3)C1)C2 (stereo partly specified)	7
O=C(CCCOc1ccc(Cl)cc1Cl)n1cccn1	8
N#CCNC(=O)c1nn2c(C(F)(F)F)cc(-c3cccs3)nc2c1Br	9
Cc1ccc(S(=O)(=O)Nc2ccc(NC(=O)Nc3ccc(Cl)cc3)cc2)cc1	-7
COc1cccc(C(=O)COC(=O)c2cc(-c3cccs3)nc3c(C)c(Cl)ccc23)c1	-3
COC(=O)NNC(=O)COc1ccc(Br)cc1C	3
Cc1ccc(NC(=O)COc2ccc(N(C)C(=O)c3ccccc3)cc2)c(C)c1	7
CN(C)c1ccc(C(=O)N2CCC(Oc3cccnc3)CC2)cn1	5
O=C(Cc1ccccc1)N(Cc1cccnc1)c1nc2ccc(F)cc2s1	-5
CCN(CC)c1ccc(N=Cc2c[nH]c3ccccc23)cc1	-4
CCCSc1cc(N2CCN(C)CC2)nc(-c2ccc(OC)cc2)n1	12
Cc1cc(C)cc(-n2ccnc2SCC(=O)Nc2ccccc2F)c1	1
CC1(C)c2ssc(=S)c2-c2ccccc2N1CC(=O)c1ccccc1	-2
COc1ccc(CNC(=O)CN2C(=O)COc3ccc(S(=O)(=O)N4CCOCC4)cc32)cc1	5
Cc1oc(-c2cccc(NC(=O)CCc3cccnc3)c2)nc1CNC(=O)Cc1cccc(F)c1F	-7
COC(=O)c1c(NC(=O)C(C)Oc2ccc(Cl)cc2Cl)sc2c1CCCC2 (stereo unspecified)	-1
CC(C)OCCCNC(=O)c1nn(C)c2c1CSc1ccccc1-2	3
COC(=O)c1ccc(C2CC(=O)NC3=C2C(=O)CCC3)cc1 (stereo unspecified)	3
CCOC(=O)C1=C(c2ccccc2)N=c2s/c(=C/c3cc([N+](=O)[O-])ccc3N3CCOCC3)c(=O)n2C1c1ccc(OCC)cc1 (stereo unspecified)	-10
CSc1ncc(C(=O)NCc2ccc(C)cc2)c(-c2ccccc2)n1	0
COc1ccc(C(=O)Oc2c(Sc3ccc(Cl)cc3)c(C)nn2C(C)(C)C)cc1OC	-3
N=C1SC2CS(=O)(=O)CC2N1CC(=O)c1ccccc1 (stereo unspecified)	-5
COC(=O)c1ccc(C(=O)OC)c(NS(=O)(=O)c2ccccc2)c1	-13
CCOc1ccc2ccccc2c1/C=N/NC(=O)CNC(=O)COc1ccc2ccccc2c1	2
(listing goes on)
SMILES	RBX1-CUL1 inh
CSc1nc(Oc2cc(C)c(Cl)c(C)c2)cc(-n2nc(C)c(C#N)c2N)n1	6
O=C(O)c1ccc(CNCCc2ccccc2F)cc1	3
COc1ccc(Cl)cc1NC(=O)c1c(C)noc1C	1
Cc1sc(NC(=S)Nc2ccc(F)cc2)c(C(N)=O)c1C	-4
Cc1scc(C(=O)N/N=C/c2cc3c(cc2Cl)OCO3)c1C	-4
C[C@@H]1CN(C2(C(=O)N3CCC(CO)CC3)Cc3ccccc3C2)C[C@H](C)O1	-11
O=C(NC1CCCN(CCc2ccccc2)C1)c1ccncc1 (stereo unspecified)	-2
CCSc1nc(C)nc2c1oc1ccccc12	-3
COCc1ccc(CN(Cc2cccnc2)CC2CCCN(C3CCCCC3)C2)o1 (stereo unspecified)	1
C=CCn1c(COc2ccccc2)nnc1SCC(=O)Nc1cccc2ccccc12	3
O=C(O)CCC(=O)NCC1(c2ccccc2)CCCC1	-2
Cn1cc(P(=S)(N2CCOCC2)N2CCOCC2)cc1P(=Nc1ccccc1)(N1CCOCC1)N1CCOCC1	10
CN(C)S(=O)(=O)N1CCC(n2c(C(F)(F)F)nc3cccnc32)CC1	-5
CN1CCN(C2Cc3ccc(F)cc3Sc3ccccc32)CC1 (stereo unspecified)	6
Cn1c(SCC(=O)Nc2ccc(Cl)cc2)nnc1-c1cccs1	4
CC(=O)N1c2ccccc2C(=O)C1C (stereo unspecified)	-3
CCCCCOc1cccc(OCC(=O)Nc2cccc(OC)c2)c1	1
COC(=O)c1cc(NC(=O)C23CCC(C)(C(=O)C2)C3(C)C)cc(C(=O)OC)c1 (stereo unspecified)	7
CCCn1c(=NC(=O)OC)n(CC(=O)c2ccc(OC)cc2)c2ccccc21	5
CC(C)CC(C)NC(=O)c1cccc(Cl)c1 (stereo unspecified)	2
Cc1ccc2nc(-c3ccc(NC(=O)c4ccoc4C)cc3)sc2c1	10
NC(=O)c1ccc(NC(=O)CN(Cc2ccc(Cl)c(Cl)c2)S(=O)(=O)c2ccccc2)cc1	1
c1csc(CN2CCC(n3cc(C4CC4)nn3)CC2)c1	2
S=c1[nH]nc2n1-c1sc3c(c1C1NCNN21)CCC3 (stereo unspecified)	-14
O=C(c1cc(COc2cncc(Cl)c2)on1)N1CCN(C(=O)c2ccco2)CC1	10

Some of the entries so far, in CSV form.
Structure,RBX1-CUL1 inh
C[C@@H]1CN(C2(C(=O)N3CCC(CO)CC3)Cc3ccccc3C2)C[C@H](C)O1,-11
CSc1nc(Oc2cc(C)c(Cl)c(C)c2)cc(-n2nc(C)c(C#N)c2N)n1,6
Cc1sc(NC(=S)Nc2ccc(F)cc2)c(C(N)=O)c1C,-4
NC(=O)c1ccc(NC(=O)CN(Cc2ccc(Cl)c(Cl)c2)S(=O)(=O)c2ccccc2)cc1,1
Cn1cc(P(=S)(N2CCOCC2)N2CCOCC2)cc1P(=Nc1ccccc1)(N1CCOCC1)N1CCOCC1,10

(next part)
SMILES	RBX1-CUL1 inh
Cc1ccc(C)c(-c2nnc(C(F)(F)F)o2)c1	-2
COC(=O)c1sccc1S(=O)(=O)N1CCN(c2ccc(Cl)cc2)CC1	8
CCOC(=O)C(Nc1ccc2ccccc2c1)C(=O)OCC	4
C=CCCC(=O)N(Cc1ccncc1)CC1CCN(C2CCN(C)CC2)CC1	5
Cc1ccc(-n2c(=O)c3ccc(C(=O)NCc4ccco4)cc3n(Cc3ccc(Cl)cc3)c2=O)cc1	-4
CNS(=O)(=O)c1ccc2c(O)cc(S(=O)(=O)NC)cc2c1	1
CC1=NN(c2ccc(F)cc2)C(=O)C1C=Nc1cccc(O)c1 (stereo unspecified)	-11
COc1cccc(CN2CCN(C(=O)c3cccc(Cl)c3)CC2)c1OC	5
CCOc1ccc(Cl)cc1S(=O)(=O)n1ccnc1C(C)C	5
CCCOc1ccccc1NC(=O)Nc1ccc(F)cc1	13
COc1ccc(/C=N/NC(=O)Cn2cnc3sc4c(c3c2=O)CCC(C)C4)cc1 (stereo unspecified)	5
CCOc1ccccc1NC(=O)CSc1nc2sc3c(c2c(=O)n1C)CCC(C)C3 (stereo unspecified)	-4
Cc1ccc(S(=O)(=O)Nc2ccc(-c3ccc(N4CCCCCC4)nn3)cc2)c(C)c1	-10
Nc1ccc2cccc(C(=O)O)c2n1	70*
CCc1nnc(NC(=O)c2ccc3c(c2)C(=O)N(C(C)(C)C)C3=O)s1	1
CCOC(=O)C1C(=N)N(c2cccc([N+](=O)[O-])c2)C2=C(C(=O)CC(C)(C)C2)C1c1ccc(Br)cc1 (stereo unspecified)	-1
COc1ccc(N2Cc3cccc(C(=O)Nc4ccc(C)cc4)c3C2=O)cc1	0
CC(C)(C)c1ccc(-c2nc3cc(NC(=O)c4cc5ccccc5o4)ccc3o2)cc1	3
COc1ccc(CCNC(=O)c2cccc(Nc3nc4ccccc4nc3-n3nc(C)cc3C)c2)cc1OC	-2
O=C1C(=O)N(c2nnc(SCc3ccc(F)cc3)s2)C(c2cccs2)C1C(=O)c1cc2ccccc2o1 (stereo unspecified)	5
CC(C)C(=O)NC1=NC2=NC(C)C(C)N(C(=O)c3ccc[n+](C)c3)C2C(=O)N1 (stereo unspecified)	6
CCOc1ccc(NC(=O)CSc2nnc(-c3cc4c(C)nn(-c5ccccc5)c4s3)n2C)cc1	-1
CC(C)c1nccn1Cc1cc(C(=O)N2CCc3ccccc3C2)n[nH]1	4
CC(=O)c1ccc(C(=O)N(CCc2ccccc2)CC2CCCN(C)C2)s1 (stereo unspecified)	0
CCCc1ccc(-c2cc(C(=O)N/N=C/c3ccoc3)c3ccccc3n2)cc1	-2

Exported comma-delimited: entries from further up
mol,RBX1-CUL1 inh
CCCOc1ccccc1NC(=O)Nc1ccc(F)cc1,13
COc1ccc(/C=N/NC(=O)Cn2cnc3sc4c(c3c2=O)CCC(C)C4)cc1 (stereo unspecified),5
CCOc1ccccc1NC(=O)CSc1nc2sc3c(c2c(=O)n1C)CCC(C)C3 (stereo unspecified),-4
Cc1ccc(S(=O)(=O)Nc2ccc(-c3ccc(N4CCCCCC4)nn3)cc2)c(C)c1,-10
Nc1ccc2cccc(C(=O)O)c2n1,70*
CCc1nnc(NC(=O)c2ccc3c(c2)C(=O)N(C(C)(C)C)C3=O)s1,1

Following part:
SMILES	RBX1-CUL1 inh
Cc1ccc(N2CCN(c3c(CN4CCCC4)c(=O)oc4ccccc34)CC2)c(C)c1	-16
CCOc1cc(CNC(=O)c2ccc3nc(C(C)C)oc3c2)cc(OCC)c1OCC	-2
CSc1nnc(-c2ccccc2N=CC2C(=O)N(c3ccccc3)N=C2C)c(=O)[nH]1 (stereo unspecified)	2
O=C(NC(O)C(F)(F)F)OCc1ccccc1 (stereo unspecified)	-11
O=c1c([N+](=O)[O-])c(Oc2ccc([N+](=O)[O-])cc2)c2ccccc2n1-c1ccccc1	-4
CCCN1CCC(NC(=O)Cc2c(F)cccc2Cl)CC1	1
CCOC(=O)c1ccc(N=C2S/C(=C\c3ccc(O)c(OC)c3)C(=O)N2C)cc1	3
COC(=O)c1cc(-c2ccccc2OC)nc2ccccc12	9
COc1ccc(NC(=O)Cn2cc(S(=O)(=O)c3ccc(C)cc3)c(=O)c3ccccc32)cc1OC	-4
CCN(C(=O)CSc1nc2ccccc2n1CC(=O)Nc1ccc(F)cc1F)c1ccccc1	-4
O=C(c1coc2ccc(O)c(CN3CCCCC3)c12)C1CC1	5
CCOC(=O)C1=C(C)N=c2s/c(=C/c3ccc(-c4ccccc4C(=O)OC)o3)c(=O)n2C1c1cccs1 (stereo unspecified)	-11
COc1c(I)cc(I)cc1/C=C1/C(=O)NN(c2ccc(Cl)cc2)C1=O	47*
CCN(CC)c1ccc(/C=N\NC(=O)CCC2C(=O)NN=C2C)c(O)c1 (stereo unspecified)	11
CCN(CC)CCn1c(=N)n(CC(=O)c2cc(C(C)(C)C)c(O)c(C(C)(C)C)c2)c2ccccc21	4
CN(C)c1ccc(CNC(=O)C(Cc2ccccc2)NS(=O)(=O)c2ccc3c(c2)oc(=O)n3C)cc1 (stereo unspecified)	-10
CCC(=O)NS(=O)(=O)c1cccnc1Nc1ccc(Cl)c(C(F)(F)F)c1	11
CC1=C(C(=O)OC(C)C)C(c2cc(Cl)ccc2OC(C)C)NC(=S)N1 (stereo unspecified)	4
COC(=O)c1c(N)ncn1-c1ccccc1OC	-8
Cc1ccc(C(C)C)cc1OC(=O)C1CCCC1	4
CCOC(=O)N1CCN(C(=O)c2cc3cc(Br)cc(Br)c3oc2=O)CC1	12
COc1cc2c(cc1OC)-c1cc(OC)c(OC)cc1CC2	-3
O=C1N=C(/C=C/c2cccs2)C([N+](=O)[O-])C(=O)N1 (stereo unspecified)	9
O=C(Nc1cc2c3c(c1)C1CCCC1CN3CC1CCCC21)c1ccc([N+](=O)[O-])cc1 (stereo unspecified)	-6
CC(=O)Oc1ccccc1C(=O)Oc1c(I)cc(S(=O)(=O)O)c2cccnc12	2
Cc1nc2nc(SCC(=O)NCc3ccccc3Cl)nn2c(C)c1Cc1ccccc1	-10

Entries from the list above containing an NH in an aromatic ring, in the order listed:
SMILES	RBX1-CUL1 inh
O=C(Nc1ccc(Oc2ccccc2)nc1)C1CCN(C(=O)CCc2cn[nH]c2)CC1	5
CCN(CC)c1ccc(N=Cc2c[nH]c3ccccc23)cc1	-4
S=c1[nH]nc2n1-c1sc3c(c1C1NCNN21)CCC3 (stereo unspecified)	-14
CC(C)c1nccn1Cc1cc(C(=O)N2CCc3ccccc3C2)n[nH]1	4
CSc1nnc(-c2ccccc2N=CC2C(=O)N(c3ccccc3)N=C2C)c(=O)[nH]1 (stereo unspecified)	2

High-throughput results as filed in PubChem.

This is a subset, so the mix of outcomes need not match the whole.
